Autophagy HCS: alters autophagy in cells. MEF GFP-LC3 puncta imaging; test concentration mostly 10 µM. calls only at 10 µM (by protocol). actives 0.98% (n = 190,000);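 active = percentage of spot-positive cells more than 3 SD above its plate mean, without a fluorescence outlier flag or 80% toxicity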;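 note: spot-positive cell cutoff set from DMSO-treated cells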
Lipid droplet: modulators of hepatic lipid droplet formation; actives 0.4% (n = 240,000); inhibition, % at 6.5 µM; AID 1656; AML12 mouse hepatocytes, oleate lipid droplets, BODIPY imaging;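 active = lipid droplet intensity inhibited by at least 50%, with more than 500 cells counted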
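Material – mouse AML12 hepatocyte cell line, fixed after treatment · Compound dosing – one dose, 6.5 µM compound · Times – compound with oleate, overnight · Measured by – Image-based BODIPY and DAPI two-channel analysis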
ER stress rescue: rescue of cells from ER stress-induced death, primary screen, 384-well, CSM14.1, thapsigargin, ATP luminescence (AID 1222); CSM14.1 thapsigargin-induced death rescue, ATP luminescence; higher % means a stronger effect; one-dose cellular ATP content (survival), % at 20 µM; EC50 in µM for titrated hits; 190,000 tested, under 10 active;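 active = EC50 below 50 µM in the dose-response confirmation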;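 note: death triggered by thapsigargin at about 15 µM added after 2 h compound pretreatment; cell ATP read after overnight thapsigargin exposure of roughly 18 to 22 hours; normalized against plate controls of thapsigargin alone and 5% DMSO vehicle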
MT stabilizer: stabilizes microtubules in HeLa cells | HeLa tubulin immunostaining HCS, 24 h; share of cells brighter than vehicle mean+2SD | % tubulin-high responders, % at 10 µM | actives 0.83% (n = 200,000);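 active = plate Z-score above 3 for both tubulin-high and condensed-nucleus cell shares, with cell loss under 80%, at 10 µM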;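 note: anti alpha tubulin signal scored within the nucleus-defined area of each cell; some results filed as inactive read as strong as hits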
bCat nuc transl: beta-catenin nuclear translocation modulation; HeLa beta-catenin nuclear translocation, immunofluorescence imaging; nuclear translocation activity, % at 5 µM; actives 0.3% (n = 190,000); AID 1665;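 active = nuclear translocation activity above 50% at 5 µM, with a well cell count of 50 or more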;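 note: per-cell ratio of nuclear to cytoplasmic median beta-catenin stain intensity; plate controls were DMSO negative control for no effect and GSK-3 inhibitor IX positive control for full effect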
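System: Human HeLa cells, endogenous beta-catenin | Compound dosing: 5 µM primary, 0.02–20 µM confirmation | Timing: 24 h compound exposure at 37°C, 5% CO2 | Measured by: Fluorescence imaging of beta-catenin antibody stain plus DAPI | Read-out basis: % activation of per-cell nuclear versus cytoplasmic median beta-catenin signal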
WT yeast gro inh: growth inhibition of WT yeast, mitochondrial fusion screen. mitochondrial fusion phenotypic screen, WT strain. inhibition, % at 10 µM. actives 2.1% (n = 190,000); in the data active = inhibition above about 58%; tested in S. cerevisiae
XIAP displacement: XIAP antagonists, biochemical, IAP family, fluorescence polarization (AID 1018); XIAP BIR domain, fluorescence polarization peptide displacement; higher % means a stronger effect; actives 0.007% (n = 200,000); displacement, % at 20 µM; hits with a dose series show IC50 in µM; in the data active = displacement above about 50%; note: a part of the inactive calls stands beside numbers as strong as those of hits
Ins promoter up: MIN6 insulin promoter up-regulation | MIN6 insulin promoter-GFP reporter, high-content imaging; hits give high values | z-score at 5 µM | actives 0.3% (n = 190,000);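 active = z-score above 3 at 5 µM with at least 500 cells counted in the well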
Dynein cargo inh: dynein cargo transport inhibition; actives 0.47% (n = 220,000); AID 1381; 3617.4 mouse cells, GR-EGFP nuclear translocation imaging; test concentration mostly 20 µM; stimulated with dexamethasone, 1 µM; hits give low values; z-score, hits read low;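 active = plate z-score of nuclear minus cytoplasmic receptor signal below a set negative limit, without overly bright fluorescence or cell loss, cut at about -3.5 in these data, passing the limit was not always enough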;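 note: z-score of nuclear minus cytoplasmic ring GR-EGFP intensity difference per well; some compounds called inactive have numbers as strong as hits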
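Also added: dexamethasone, 1.0 µM final. Medium: tet-free, stripped-serum medium. Detection: fixed, Hoechst-stained cells imaged at 10x for EGFP. Read-out: nuclear-to-cytoplasmic GR-EGFP distribution per well. Times: induction 48 h, compound 1 h, agonist 30 min.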
WT yeast gro inh mutant strain: recorded beside WT yeast gro inh, whose call it bears; inhibition, %; mitochondrial fusion phenotypic screen, mutant strain inhibition
Dynein cargo inh cytoplasmic EGFP: recorded beside Dynein cargo inh, whose call it bears; z-score; measured here: cytoplasmic GR-EGFP intensity; hits give high values
Dynein cargo inh nuclear GR-EGFP: recorded beside Dynein cargo inh, whose call it bears; z-score; measured here: nuclear GR-EGFP intensity;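 lower value marks the stronger effect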
Dynein cargo inh cell count: recorded beside Dynein cargo inh, whose call it bears; z-score; measured here: cell count per field
Ins promoter up cell count: further read-out of Ins promoter up, marked with its call; cell count; measured here: cytotoxicity, nuclei count;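 total cells summed across four imaged fields per well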
Lipid droplet cells 6.5 µM: further read-out of Lipid droplet, marked with its call; cell count; measured here: cell count, cytotoxicity flag;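 cells counted across two imaged fields per well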
bCat nuc transl cell count 5 µM: further read-out of bCat nuc transl, marked with its call; cell count; measured here: cell count, cytotoxicity flag
MT stabilizer Hoechst-high %: further read-out of MT stabilizer, marked with its call; % Hoechst-high responders; measured here: nuclear condensation Hoechst responders;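 share of cells brighter than vehicle mean plus two SD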
MT stabilizer cytotoxicity %: further read-out of MT stabilizer, marked with its call; toxicity, %; measured here: cytotoxicity by cell density;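 0% = mean cell density of plate MIN control wells and 100% = no cells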
Autophagy HCS cell loss 18 h: also measured in Autophagy HCS; calls as there; toxicity, %; measured here: cell loss, nuclei count;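 cell loss after 18 h compound exposure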
Numbers without * were called inactive; i = inactive; / = no result given.

SMILES	Autophagy HCS	Autophagy HCS cell loss 18 h	Lipid droplet	Lipid droplet cells 6.5 µM	ER stress rescue	MT stabilizer	MT stabilizer Hoechst-high %	MT stabilizer cytotoxicity %	bCat nuc transl	bCat nuc transl cell count 5 µM	WT yeast gro inh	WT yeast gro inh mutant strain	XIAP displacement	Ins promoter up	Ins promoter up cell count	Dynein cargo inh	Dynein cargo inh cytoplasmic EGFP	Dynein cargo inh nuclear GR-EGFP	Dynein cargo inh cell count
COc1ccc(-c2nnc3ccc(SCC(=O)NCC4CCCO4)nn23)cc1 (stereo not drawn)	i	18.4	-0.6	613	-0.1%	4.2	1.9	4.9	-2.8	1124	16.6	0.9	-0.8%	0.18	1876	3.6	-0.115	2.67	-2.05
COc1ccc(Nc2nc3ccccc3nc2NS(=O)(=O)c2cccs2)c(OC)c1	/	/	-14.9	654	/	/	/	/	-0.8	1289	/	/	/	-0.8	1108	-0.28	-0.259	0.212	0.353
CCOC(=O)C1CCCN(c2nc3ccccc3nc2C(C#N)C(=O)OC(C)COC)C1 (stereo not drawn)	i	11.3	-21.4	655	-0.8%	4.6	2.7	6.5	-0.4	1100	-9.1	-9.3	-0.9%	1.99	1505	-0.49	0.175	-0.291	-0.0992
O=C(CN1CCCCC1)N1c2ccccc2CCc2ccccc21	i	2.5	5.6	756	-1.0%	1.8	1.7	5.7	/	/	-0.8	10.2	0.3%	-0.25	975	0.0364	-0.323	0.0479	0.632
CN(c1ccccc1)c1ccc(/C=N/NC(=O)CC#N)cc1	i	-4.7	1.9	709	-2.9%	3.1	2.5	10.0	/	/	-8.5	-10.1	1.8%	-0.18	1014	-0.17	0.252	-0.211	0.22
COCCN1Cc2cccc(C(=O)NCc3ccc4c(c3)OCO4)c2C1=O	i	9.8	/	/	-3.3%	2.4	3.1	12.0	1.9	451	-7.2	-12.0	-8.5%	-0.15	1203	0.0843	-0.241	1.02	-0.689
COC(=O)c1ccc(S(=O)(=O)N2C3CCC2CC(NC(=O)C2CC2)C3)cc1 (stereo not drawn)	i	4.1	/	/	0.2%	3.5	1.5	2.4	4.2	1469	-2.1	8.5	-1.4%	0.94	1307	0.176	-0.255	-0.799	0.858
O=C(N1CCCCCC1)N1CCN(S(=O)(=O)N2CCOCC2)CC1	i	-7.1	-9.8	712	/	3.5	3.0	6.2	/	/	57.5	10.7	-3.5%	/	/	0.305	-0.26	-0.0651	0.339
CCSC1=NCN(CCCC(=O)O)CN1	i	0.2	13.2	726	/	7.7	3.9	9.3	-0.5	1014	13.3	14.4	-0.2%	0.16	1073	-0.309	0.683	0.208	0.0368
c1ccc(CNc2nc3ccccc3[nH]2)cc1	i	24.9	/	/	-4.4%	7.8	6.7	0.3	-1.8	970	-1.6	-7.0	-5.0%	0.07	1187	-0.0941	-0.329	-0.0161	0.167
O=C(Nc1nnc(-c2ccccc2SCc2ccccc2F)s1)Nc1ccccc1F	i	-8.9	-3.2	754	-2.8%	2.0	1.4	7.8	-3.4	1131	38.0	-1.1	-14.8%	0.1	1042	1.42	-0.249	1.42	0.331
Cn1c(=O)c2[nH]c(-c3ccccc3Cl)c(O)c2n(C)c1=O	i	-1.6	-0.1	558	-0.7%	2.0	2.0	8.1	3.7	493	1.2	-22.1	0.5%	-0.26	1294	-0.542	-0.312	-0.667	0.728
c1ccc2[nH]c(CN3CCN(c4ncnc5c4oc4ccccc45)CC3)nc2c1	i	-8.1	/	/	-0.7%	6.6	4.6	6.0	-3.0	1052	20.1	16.4	-3.0%	-1.02	739	0.29	-0.344	0.205	-0.289
COc1ccc(CCNC(=O)CSc2nc3[nH]ncc3c(=O)n2-c2cccc(C(F)(F)F)c2)cc1OC	i	20.2	-1.4	701	-0.1%	2.2	1.2	2.6	/	/	3.4	12.3	1.6%	-0.13	1141	0.272	-0.254	-0.199	0.896
COc1ccc(OC)c(-n2c(=S)[nH]c3cc(C(=O)N4CCN(c5ccccc5)CC4)ccc3c2=O)c1	i	18.8	2.0	705	2.0%	6.7	1.6	8.0	-4.0	1084	-5.6	-2.2	-7.7%	0.14	1323	-0.153	-0.32	-0.0394	0.272
CN1C(=O)C2(C(C#N)=C(N)Oc3n[nH]c(-c4ccc(Cl)cc4)c32)c2ccccc21 (stereo not drawn)	i	8.4	-0.7	703	2.4%	6.0	2.9	3.1	-5.3	1132	0.0	-10.0	-7.6%	0.62	1286	-0.363	-0.192	0.116	-0.00976
COc1ccc(N2CCN(C(=O)c3ccc(Cl)c(S(=O)(=O)N4CCCC4)c3)CC2)cc1	i	-1.2	-5.4	660	0.6%	2.6	2.6	3.5	-1.1	1113	-7.1	-36.3	-4.7%	-0.24	1249	-0.494	-0.243	-0.302	0.506
O=C(CSc1n[nH]c(=O)n1C1CC1)N1N=C(c2ccc(Cl)cc2)CC1c1ccco1 (stereo not drawn)	/	/	-7.1	702	/	/	/	/	-2.0	1396	/	/	/	-0.18	982	-0.412	-0.802	-0.436	-0.0326
COC(=O)CCC(=O)Nc1ccccc1C(=O)Nc1ccccc1	i	-1.1	/	/	-0.6%	3.6	2.7	2.9	-1.7	1284	14.8	-3.3	-8.3%	1.2	1565	-0.606	-0.147	-1.09	0.144
CSc1ncccc1C(=O)OCC(=O)c1ccc(Br)s1	i	-5.6	7.9	689	0.1%	3.4	2.1	10.1	-1.3	1090	-3.8	-13.5	-3.0%	0.18	1376	0.395	0.0363	0.144	-0.0825
COc1ccc(N(Cc2cc(=O)[nH]c3ccccc23)C(=O)c2ccco2)cc1	i	2.7	/	/	3.1%	4.7	3.2	3.4	-7.1	771	-6.0	12.0	-5.1%	0.54	1308	-0.511	-0.239	0.13	0.468
CC(=O)c1ccc(NC(=S)N(Cc2ccccc2)C(C)C2CC2)cc1 (stereo not drawn)	i	-1.9	-19.8	669	-0.2%	9.3	1.6	9.6	-1.2	1190	15.3	15.1	0.0%	-0.18	1231	1.75	-0.18	1.22	-1.84
O=C(Cc1c[nH]c2ccccc12)Nc1ccc(N2CCOCC2)cc1	i	-2.8	-13.0	703	-2.2%	6.2	1.2	7.9	-3.4	1074	1.8	0.3	-13.1%	0.01	1462	0.0707	-0.329	-0.125	0.693
COc1ccccc1-c1nnc(SCC(=O)O)n1C	i	3.7	/	/	-0.7%	2.8	2.1	7.4	-5.7	897	-3.1	-1.7	-4.8%	0.19	1333	0.225	-0.298	0.0836	-0.786
CCOC(=O)c1sc(/N=C/Nc2nc(C)c(C(=O)OCC)s2)nc1C	i	-9.7	1.9	770	0.6%	3.8	2.8	1.5	6.3	1030	12.6	16.0	-5.1%	-0.24	1120	0.279	-0.299	0.155	-0.776

A few values from the results shown.
Under Dynein cargo inh nuclear GR-EGFP, CN(c1ccccc1)c1ccc(/C=N/NC(=O)CC#N)cc1 has the entry -0.211
Under Ins promoter up cell count, COC(=O)c1ccc(S(=O)(=O)N2C3CCC2CC(NC(=O)C2CC2)C3)cc1 (stereo not drawn) has the entry 1307

(continued)
SMILES	Autophagy HCS	Autophagy HCS cell loss 18 h	Lipid droplet	Lipid droplet cells 6.5 µM	ER stress rescue	MT stabilizer	MT stabilizer Hoechst-high %	MT stabilizer cytotoxicity %	bCat nuc transl	bCat nuc transl cell count 5 µM	WT yeast gro inh	WT yeast gro inh mutant strain	XIAP displacement	Ins promoter up	Ins promoter up cell count	Dynein cargo inh	Dynein cargo inh cytoplasmic EGFP	Dynein cargo inh nuclear GR-EGFP	Dynein cargo inh cell count
C/C(=N\NC(=O)CNc1cccc2ccccc12)c1ccccc1	i	-0.8	-4.5	712	1.2%	3.1	2.5	5.8	-1.6	1157	17.9	3.2	-4.9%	-0.13	1288	-0.894	-0.185	-0.336	0.587
CC(NC(=O)C1CCC1)c1ccc(Br)cc1 (stereo not drawn)	i	14.2	0.4	689	-1.1%	2.5	2.1	6.8	-4.5	522	-6.1	18.6	-7.0%	0.24	1269	-1	-0.225	-0.299	0.161
COC(=O)c1ccc(N)cc1O	i	2.1	-16.7	737	8.6%	1.0	1.3	8.5	-4.5	1088	5.6	-37.7	-6.2%	/	/	0.42	-0.229	0.285	0.0505
O=C(NC1CCCCC1)C(c1ccncc1)N(C(=O)Cn1nnc(-c2cccs2)n1)C1CCCC1 (stereo not drawn)	i	-8.6	-18.8	681	0.9%	3.5	2.8	8.8	-0.1	1160	-0.9	4.4	-5.4%	/	/	-1.2	-0.232	-0.686	0.528
CN1CCN(C(=O)c2cc(Cl)cc(Cl)c2NC(=O)c2ccco2)CC1	i	-17.0	-1.1	649	-0.1%	3.7	2.2	7.5	-0.7	1502	-7.0	-8.2	-3.4%	-0.5	1451	1.43	-0.2	0.98	-1.43
CCOC(=O)c1c(NC(=O)/C=C/C(=O)O)sc(C)c1-c1ccc(C)c(C)c1	i	45.5	-20.2	678	-1.3%	5.2	2.1	4.4	3.3	981	-15.8	1.9	-3.5%	-0.03	1452	-0.624	0.299	-0.0512	-1.62
COCCN(CCOC)C(=S)Nc1ccccc1Cl	i	-8.3	2.5	693	0.1%	2.3	3.5	8.6	3.8	974	-8.6	-13.5	-4.1%	0.05	1219	-0.23	0.025	-0.44	0.546
CCn1cc(C(=O)O)c(=O)c2cc(S(=O)(=O)N(C)C)ccc21	i	13.9	-6.7	727	-1.2%	4.8	2.2	12.3	-2.5	1138	-16.5	-18.8	-4.0%	/	/	1.48	-0.222	1	-1.46
Cc1c(Cl)cccc1NC(=S)N(Cc1ccco1)C(C)c1ccccn1 (stereo not drawn)	i	39.8	5.7	754	-0.2%	2.0	0.9	1.2	-0.8	1095	56.1	31.4	-6.7%	/	/	3.32	-0.174	1.7	-1.35
